High-throughput results: PubChem BioAssay, National Center for Advancing Translational Sciences (NCATS)
BRCT inh green – inhibitors of human BRCA1 BRCT-phosphoprotein interaction (green fluorophore). Potency, µM (titrated, usually from 76.9 µM), without a hit: top-dose activity change, negative = inhibition, actives largely listed as inhibitors. hit rate 0.05% among 75,000. BRCA1 BRCT-phosphopeptide binding, green fluorescence polarization. AID 875. P38398;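 note: potency is the fitted concentration of half-maximal effect; plate controls were peptide without protein for full effect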
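Compounds were incubated for 12 min at room temperature with a complex of 100 nM fluorescein-tagged pBACH1 decapeptide and 250 nM His-tagged BRCT protein. Buffer was phosphate pH 7.3 with EDTA, DTT and Tween 20. Disruption of binding lowers the polarization signal.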
A350 autofl – A350 region autofluorescence | hit rate 11% among 59,000 | max dye-equivalent concentration, M | Compound autofluorescence, 340/450 nm, Alexa 350 dye-equivalents; hits give high values; in the data active = max dye-equivalent concentration above about 10 nM; inconclusive = mostly about 1.1 nM to 9.6 nM
USP2a inh – inhibitors of human ubiquitin-specific protease USP2a. Potency, µM (top dose mostly 38.3 µM), for inactives: at the highest dose activity change, negative = inhibition, most hits filed as inhibitors. O75604. USP2a enzymatic assay, qHTS inhibition. hit rate 0.1% among 60,000;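 note: potency is the fitted concentration of half-maximal effect; nearly all actives have a fitted effect of over 60% in size; plate controls were DMSO for no effect and NEM full inhibition control for full effect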
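USP2 core (20nM final) preincubated 30 min RT with compound, then Ub-PLA2 20nM and NBD C6-HPC 20uM final added; buffer 20mM Tris-HCl pH 8.0, 2mM CaCl2. Fluorescence Ex 460/Em 535 read at 0 and 2.5 h; normalized to NEM.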
4MU fluor – 4-MU region autofluorescence; AID 589; max dye-equivalent concentration, M; hit rate 11% among 59,000; compound autofluorescence, 340/450 nm, 4-MU equivalents; hits give high values; in the data active = max dye-equivalent concentration above about 10 nM; inconclusive = mostly about 1.1 nM to 9.6 nM
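Compounds in 100 mM Tris, pH 8.0, sat 15 min at room temperature before fluorescence was read at 340 nm excitation/450 nm emission; a per-plate six-point 4-MU standard curve converted signals to dye-equivalent concentration at each compound concentration.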
TexasRed autofl – compound fluoresces in the Texas Red spectral region; max dye-equivalent concentration, M; hit rate 0.06% among 59,000; Compound fluorescence, Texas Red channel, 547/618 nm; hits give high values; in the data active = max dye-equivalent concentration above about 10 nM; inconclusive = between about 1.1 nM and that limit
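Dye-equivalent concentrations come from scaling compound signal (ex 547, em 618 nm) to six Texas Red standard concentrations run on every plate, after 15 min room-temperature incubation in pH 8.0 Tris (100 mM).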
Caspase-1 inhib – blocks human caspase-1 allosterically or competitively; Caspase-1 enzyme, Ac-WEHD-AFC fluorogenic rate; Potency, µM (titrated, usually from 57.5 µM), inactives show top-dose activity change, negative = inhibition, hits mostly inhibitors; hit rate 0.03% among 75,000; P29466; AID 900;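 note: potency is the fitted concentration of half-maximal effect; plate controls were vehicle for no effect and no substrate for full effect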
Target sequence (P29466 120-297 limits assumed): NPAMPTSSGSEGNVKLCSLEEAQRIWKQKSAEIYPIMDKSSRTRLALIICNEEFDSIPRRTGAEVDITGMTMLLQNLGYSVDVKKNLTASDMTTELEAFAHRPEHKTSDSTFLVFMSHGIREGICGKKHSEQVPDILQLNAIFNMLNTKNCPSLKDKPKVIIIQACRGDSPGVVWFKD
Target sequence (P29466 317-404 limits assumed): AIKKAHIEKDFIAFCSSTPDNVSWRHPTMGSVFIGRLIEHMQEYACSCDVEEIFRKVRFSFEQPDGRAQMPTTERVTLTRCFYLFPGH
Fluorescein fluor – compound fluoresces in the fluorescein spectral region; max fluorescein-equivalent concentration, M; AID 593; Compound autofluorescence, 480/540 nm, fluorescein-equivalent; hits give high values; hit rate 0.91% among 59,000; in the data active = max fluorescein-equivalent concentration above about 10 nM; inconclusive = between about 1.1 nM and that limit
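Each compound is tested across a concentration series in 100 mM Tris buffer at pH 8.0. After 15 min at room temperature, plates are imaged with 480 nm excitation and 540 nm emission filters, and intensities are converted to fluorescein-equivalent values.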
HEK293 cAMP cs – parental HEK293 cAMP activation (counter-screen). AID 938. parental HEK293 CNG cAMP sensor, membrane potential fluorescence. Potency, µM (series often up to 57.1 µM), inactives show top-dose activation, usual class: activators. hit rate 2.5% among 73,000; note: potency is the fitted concentration of half-maximal effect; % of control where 0% means no effect; nearly all actives have a fitted effect of over 55% in size
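Parental HEK 293 cells stably expressing a modified CNG channel (no TSHR) report cAMP rise as membrane depolarization. Membrane potential dye with 100 uM RO 20-1724 was loaded for 60 min at room temperature, then compound added for 30 min; fluorescence read at 590 nm.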
Casp7 inh – allosteric or competitive inhibitors of human caspase-7. P55210. recombinant caspase-7, Ac-DEVD-AFC fluorescence rate. Potency, µM (top dose mostly 57.5 µM), inactives show at the top dose activity change, negative = inhibition, most hits filed as inhibitors. hit rate 0.02% among 75,000; active = well fitted inhibition curve with a large enough effect in the main read-out, with a control signal flat, not every such curve was filed as active; inconclusive = small, poorly fitted or top-dose-only effect, or a change in a side signal; note: potency is the fitted concentration of half-maximal effect; % of control where 0% means no effect
Target sequence (P55210 24-198 limits assumed): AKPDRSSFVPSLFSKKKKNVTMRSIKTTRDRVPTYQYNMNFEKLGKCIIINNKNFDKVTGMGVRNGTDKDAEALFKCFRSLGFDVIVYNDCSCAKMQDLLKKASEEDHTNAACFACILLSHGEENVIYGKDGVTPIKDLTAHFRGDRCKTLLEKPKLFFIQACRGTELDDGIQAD
Target sequence (P55210 207-303 limits assumed): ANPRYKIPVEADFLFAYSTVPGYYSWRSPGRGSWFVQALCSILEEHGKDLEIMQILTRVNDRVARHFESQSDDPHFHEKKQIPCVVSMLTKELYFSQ
BRCT inh red – disrupts BRCA1 BRCT binding to phosphoprotein, red fluorophore readout; P38398; BRCT-phosphopeptide binding, red fluorescence polarization; Potency, µM (highest dose often 76.9 µM), for inactives: at the top dose activity change, negative = inhibition, hits mostly inhibitors; hit rate 0.03% among 75,000; AID 892; note: % is set by controls: 0 for no effect and ±100 for the full control effect
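Rhodamine-labelled pBACH1 10-mer (100 nM) bound to BRCT domain (100 nM) at pH 7.3; compounds incubated 12 min room temperature, polarization read. Free peptide defines full inhibition; unlabelled decapeptide titrated as control.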
Rhodamine autofl – rhodamine region autofluorescence. Rhodamine-region fluorescence, 547/598 nm, Tris buffer; hits give high values. max dye-equivalent concentration, M. hit rate 0.05% among 59,000; in the data active = max dye-equivalent concentration above about 11 nM; inconclusive = between about 1.1 nM and that limit
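Read-out is relative fluorescence at 547 nm excitation and 598 nm emission, expressed as dye-equivalent concentration using rhodamine standards on every plate. Each compound was profiled across a concentration series after 15 min in 100 mM Tris, pH 8.0.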
An asterisk follows results filed as active; i = inactive; ? = inconclusive; nt = not tested or not shown; [ ] = another dose, or the depositor's remark. Unless noted, calls come from the whole dose curve; as a rule, active = well fitted curve in the direction sought with a large enough effect; inconclusive = small, poorly fitted or top-dose-only effect, or another doubt; inactive = no such curve, though single readings can be large; an effect the other way counts as inactive or inconclusive. Some of the compounds tested, so the mix of outcomes need not match the whole.

entry | canonical_smiles | BRCT inh green | A350 autofl | USP2a inh | 4MU fluor | TexasRed autofl | Caspase-1 inhib
1 | CCOC(=O)C1=C(C)NC2=C(C(=O)C(C(=O)OC)C(C)C2)C1c1ccc(OC)c(O)c1 (stereo unspecified) | -2.9% | 1.1e-08M* | 11% | 1.1e-08M* | ? | -3%
2 | Cc1cccc(N2CCN(C(=O)c3cc4c(=O)[nH]c5ccccc5c4n3C)CC2)c1C | 8.1% | i | 34%[activator] | i | i | -7%
3 | CCOc1ccccc1OCC(=O)Nc1nnc(C)s1 | 5.3% | i | -1% | i | ? | 1%
4 | COC(=O)c1ccc(NC(=O)CN2CCCC2)cc1 | -4.2% | nt | 2% | nt | nt | 3%
5 | C#CCCCO/N=C1/C[C@@H](O)[C@@H](O)[C@@H]2[C@@H]3C(=O)N(Cc4ccc5c(c4)OCO5)C(=O)[C@H]3CC[C@H]12 | -0.6%[15.4 µM] | nt | nt | nt | nt | -2%[11.5 µM]
6 | CCOCCc1nnc(NC(=O)COC)s1 | 0.5% | i | -4% | i | i | 2%
7 | CCS(=O)(=O)N1CCC(C(=O)NCCCN2CCCCCC2)CC1 | 0.0% | i | -5% | i | i | 0%
8 | CCCCCCCCCCCC(CC1OC(=O)C1CCCCCC)OC(=O)C(CC(C)C)NC=O (stereo unspecified) | -5.6%[3.08 µM] | nt | 10µM* | nt | nt | 1%
9 | CC(C)(C)n1nnnc1C(c1cccs1)N(Cc1ccccc1)Cc1ccco1 (stereo unspecified) | -3.5% | i | ? | i | i | 0%
10 | NC(=O)CSc1nnc(Cn2c(=O)sc3ccccc32)n1-c1cccc(Cl)c1 | 0.3% | i | 12% | i | i | 0%

entry | Fluorescein fluor | HEK293 cAMP cs | Casp7 inh | BRCT inh red | Rhodamine autofl
1 | i | 8% | -2% | 0.8% | i
2 | ? | 27% | -3% | 1.0% | i
3 | i | -6% | 1% | -1.1% | i
4 | nt | 8% | 1% | 0.8% | nt
5 | nt | -2%[11.4 µM] | -1%[11.5 µM] | 1.0%[15.4 µM] | nt
6 | ? | 18% | 2% | 0.0% | i
7 | i | 3% | 0% | 0.8% | i
8 | nt | nt | 1% | 0.4% | nt
9 | ? | 16µM* | -1% | -2.1% | i
10 | i | 2% | 0% | -0.8% | i

Continuation:
entry | canonical_smiles | BRCT inh green | A350 autofl | USP2a inh | 4MU fluor | TexasRed autofl | Caspase-1 inhib
11 | O=c1oc2ccccc2n1CCn1c2ccccc2c2nc3ccccc3nc21 | -0.8% | 4.1e-08M* | 10µM* | 3.5e-08M* | i | -14%
12 | O=C(CSc1ncnc2c1cnn2Cc1ccccc1)Nc1ccc2c(c1)OCCO2 | -1.3% | i | 15% | i | i | -3%
13 | COC(=O)c1ccccc1NC(=O)c1cccs1 | 0.8% | 1.3e-08M* | -1% | 1.1e-08M* | ? | -3%
14 | c1ccc2[nH]c(-c3ccnc4ccccc34)nc2c1 | 5.2% | nt | 16% | nt | nt | 1%
15 | COc1ccc(OCC(=O)Nc2cccc3ncccc23)cc1 | -1.9% | ? | 6% | ? | i | -2%
16 | CC1CCCCC1NC(=O)C1CCN(S(=O)(=O)c2ccc3c(c2)CCC(=O)N3)CC1 (stereo unspecified) | 0.9% | nt | nt | nt | nt | 0%
17 | O=C(CN1C(=O)CSC1=O)Nc1ccccc1N1CCOCC1 | 0.7% | i | -2% | i | i | -2%
18 | O=C(CCCCn1c(=O)c2ccccc2n(CC(=O)Nc2ccc(F)cc2)c1=O)NCc1ccco1 | -0.3% | i | 43%[activator] | i | i | 0%
19 | Cc1ccc(S(=O)(=O)N(CC(=O)O)Cc2cccc(C)c2)cc1 | 0.0% | nt | nt | nt | nt | -5%
20 | COc1ccc(C2C(C(=O)NCc3ccco3)CCC(=O)N2c2ccc(OC)cc2)cc1 (stereo unspecified) | -1.6% | i | 9% | i | i | 0%

entry | Fluorescein fluor | HEK293 cAMP cs | Casp7 inh | BRCT inh red | Rhodamine autofl
11 | ? | 7.9µM* | -9% | -0.5% | i
12 | i | ? | -2% | 0.5% | i
13 | i | ? | -2% | 1.2% | i
14 | nt | -5% | 0% | -1.0% | nt
15 | i | -2% | -1% | -0.3% | i
16 | nt | 0% | -3% | 1.2% | nt
17 | i | 6% | 1% | -1.7% | i
18 | i | 13% | -1% | -2.2% | i
19 | nt | 6% | -1% | -0.4% | nt
20 | i | -2% | 1% | -0.2% | i

(further entries)
entry | canonical_smiles | BRCT inh green | A350 autofl | USP2a inh | 4MU fluor | TexasRed autofl | Caspase-1 inhib
21 | COc1ccccc1CNC(=O)C(NC(=O)C1CCCCC1)C(C)C (stereo unspecified) | -2.1% | i | 5% | i | i | 1%
22 | CCCCC1CCC(C(=O)NC2CCS(=O)(=O)C2)CC1 (stereo unspecified) | -4.9% | i | 3% | i | i | 1%
23 | O=C(COC(=O)c1ccccc1C(=O)c1ccccc1)c1ccco1 | 0.0% | i | -5% | i | i | -2%
24 | Cc1nc2n[nH]c(N)c2c2c1COC(C)(C)C2 | nt | ? | nt | ? | i | nt
25 | CCc1nc(SCC(=O)N2CCN(C(=O)c3ccco3)CC2)c2c3c(sc2n1)CCCC3 | 5.7% | i | 16% | i | ? | -1%
26 | CS/C(=N\S(=O)(=O)c1cccs1)Nc1ccc(N2CCOCC2)cc1 | -2.8% | i | 6% | i | i | 1%
27 | Cc1ccc(-c2noc(CCC(N)=O)n2)cc1 | -3.0% | i | 0% | i | ? | 0%
28 | CCOC(=O)c1cnc(SCC(=O)Nc2cc(OC)cc(OC)c2)nc1N | -0.4% | i | -4% | i | i | 0%
29 | COc1cc(CN(C)CC(=O)c2[nH]c(C)c(C(C)=O)c2C)ccc1OC(F)F | -0.2% | i | 10% | i | ? | -1%
30 | CCOc1ccc2[nH]c(C)c(CN3CCCCC3)c(=O)c2c1 | -3.5% | ? | 2% | ? | i | 0%

entry | Fluorescein fluor | HEK293 cAMP cs | Casp7 inh | BRCT inh red | Rhodamine autofl
21 | ? | 3% | 0% | -0.7% | i
22 | i | 1% | -1% | 0.2% | i
23 | i | 9% | 1% | 2.6% | i
24 | i | nt | nt | nt | i
25 | i | 21% | 0% | -0.5% | i
26 | i | 9% | -3% | 0.2% | i
27 | i | -2% | 1% | -2.0% | i
28 | i | ? | -1% | 1.0% | i
29 | i | ? | -3% | 0.6% | i
30 | i | 6% | -1% | 0.0% | i

Further entries:
entry | canonical_smiles | BRCT inh green | A350 autofl | USP2a inh | 4MU fluor | TexasRed autofl | Caspase-1 inhib
31 | N#CCCn1c(Cl)nc2ccccc21 | -2.3% | i | 3% | i | i | -1%
32 | Cc1cc(C)nc(N2CCN(c3nc(C)nc4c3oc3ccccc34)CC2)n1 | -1.1% | i | 1% | i | i | 0%
33 | O=C1C(Cl)=C(N2CCOCC2)C(=O)N1CCc1ccccc1 | 0.3% | i | -3% | i | i | -9%
34 | CC(=O)Nc1cc2c(=O)n(Cc3ccccc3)c(C)nc2cc1N1CCOCC1 | 2.1% | ? | 27% | ? | i | -1%
35 | CCCOc1ccc(C(=O)CCN2CCCCC2)cc1 | 0.3% | i | 0% | i | i | -1%
36 | N#Cc1nc(COc2ccccc2)oc1N1CCC(Cc2ccccc2)CC1 | 1.4% | i | -5% | i | ? | 1%
37 | COCc1cc(C)[nH]c(=O)c1C#N | -1.2% | nt | -3%[7.66 µM] | nt | nt | 1%
38 | CCOC(=O)Cn1c(=O)n(CC(=O)OCC)c2ccccc21 | 0.4% | i | 3% | i | i | 0%
39 | N#Cc1ccc(COc2ccc(CCO)cc2-n2nc3ccccc3n2)cc1 | -2.0% | ? | 14% | i | i | -2%
40 | CCOC(=O)N1CCC(N2C(=O)c3ccccc3C2Nc2ccc(Cl)cn2)CC1 (stereo unspecified) | -0.3% | nt | nt | nt | nt | 1%
41 | COC(=O)C(C(=O)OC)=C(/C=C/N(C)C)N(C)C | -1.8% | nt | -5% | nt | nt | 1%
42 | CS(=O)(=O)N(CC(=O)NC1CC1)c1cccc(F)c1 | -2.1% | i | -5% | i | ? | 2%
43 | O=S(=O)(c1ccccc1Cl)N1CCC(O)(c2ccc3c(c2)OCO3)CC1 | 0.7% | i | 12% | i | i | -1%

entry | Fluorescein fluor | HEK293 cAMP cs | Casp7 inh | BRCT inh red | Rhodamine autofl
31 | ? | 2% | 0% | -0.8% | i
32 | ? | 5% | -1% | -1.0% | i
33 | ? | 20% | -9% | 0.8% | i
34 | ? | -2% | -3% | 1.0% | i
35 | i | ? | 0% | 0.1% | i
36 | i | ? | -2% | -0.6% | i
37 | nt | 0%[11.4 µM] | 0% | -0.3% | nt
38 | ? | 11% | 1% | -1.2% | i
39 | ? | -14% | -2% | 2.2% | i
40 | nt | 14% | -6% | -0.1% | nt
41 | nt | 1% | -1% | 0.2% | nt
42 | i | 4% | 0% | 1.1% | i
43 | i | 29% | 0% | -0.5% | i

One compound at a time (already shown). Order of screens: BRCT inh green	A350 autofl	USP2a inh	4MU fluor	TexasRed autofl	Caspase-1 inhib	Fluorescein fluor	HEK293 cAMP cs	Casp7 inh	BRCT inh red	Rhodamine autofl
Cc1cc(C)nc(N2CCN(c3nc(C)nc4c3oc3ccccc34)CC2)n1 is entered as -1.1%	i	1%	i	i	0%	?	5%	-1%	-1.0%	i
O=C1C(Cl)=C(N2CCOCC2)C(=O)N1CCc1ccccc1 is entered as 0.3%	i	-3%	i	i	-9%	?	20%	-9%	0.8%	i
